Chronic BCR inh – inhibitors of chronic active B-cell receptor signaling. Potency, µM (highest dose often 46.1 µM), for the others: top-dose ratio change, negative = lower green/red ratio, most hits filed as inhibitors. ABC-DLBCL IkBa-CBG/CBR reporter, luminescence ratio, 4 h. hit rate 0.05% among 340,000; active means well fitted inhibition curve with a large enough effect in the signal ratio, with a control signal flat, not every such curve was filed as active; inconclusive means small, poorly fitted or top-dose-only effect, or effect the other way, or a change in a side signal; the % refers to the signal ratio;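 further: potency means the concentration at half of the fitted maximal effect; plate controls were basal doxycycline-induced cells for no effect and cells given 10 µM MG132 for full effect; MG132 reads +100%, hits lower the ratio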
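Compounds up to 46 uM were incubated four hours with TMD8 cells whose green CBG68 luciferase is fused to IkappaBalpha; red CBR luminescence normalised the signal, and concentration-effect curves were fitted to fusion, red and ratio data.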
uPA surface inh – cell surface uPA generation inhibition; Potency, µM (highest dose often 38.3 µM), without a hit: at the top dose activity change, negative = inhibition, usual class: inhibitors; cell surface uPA generation assay, qHTS; hit rate 0.31% among 330,000; active means well fitted inhibition curve with a large enough effect; inconclusive means small, poorly fitted or top-dose-only effect; inactive means no such curve, though single readings can be large or run the other way; tested in mouse RAW 264.7 cells; further: potency means the concentration at half of the fitted maximal effect; nearly all actives have a fitted effect of over 55% in size
GALK inhibitor – inhibitors of human galactokinase; P51570; Purified GALK, Kinase-Glo residual ATP luminescence; Potency, µM (series often up to 57.5 µM), for inactives: at the top dose activity change, negative = inhibition, hits mostly inhibitors; hit rate 0.007% among 270,000; further: potency means the concentration at half of the fitted maximal effect
Target sequence (P51570 whole entry, looked up): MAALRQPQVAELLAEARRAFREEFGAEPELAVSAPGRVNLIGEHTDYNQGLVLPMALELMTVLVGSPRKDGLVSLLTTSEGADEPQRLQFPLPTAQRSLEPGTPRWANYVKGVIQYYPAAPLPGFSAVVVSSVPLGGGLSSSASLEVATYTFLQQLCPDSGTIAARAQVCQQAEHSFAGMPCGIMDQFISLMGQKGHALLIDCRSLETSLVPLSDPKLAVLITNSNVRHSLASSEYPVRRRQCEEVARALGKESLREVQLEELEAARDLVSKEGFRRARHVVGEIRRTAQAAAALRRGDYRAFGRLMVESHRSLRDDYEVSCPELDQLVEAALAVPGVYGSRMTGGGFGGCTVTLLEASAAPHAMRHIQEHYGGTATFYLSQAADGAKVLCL
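Luminescence from leftover ATP (Ultra-Glo luciferase/luciferin) served as read-out after a 1 h room-temperature reaction of 5 nM GALK with 35 uM ATP and 100 uM galactose.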
PKM2 act – activators of human pyruvate kinase M2. P14618. purified PKM2, Kinase-Glo ATP luminescence, activation; response scale: 0% is enzyme alone, no compound. Potency, µM (titrated, usually from 57.5 µM), for the others: at the highest dose activation, most hits filed as activators. hit rate 0.34% among 260,000. AID 1631; further: potency means the concentration at half of the fitted maximal effect; nearly all actives have a fitted effect of over 55% in size
Target sequence (P14618 whole entry, looked up): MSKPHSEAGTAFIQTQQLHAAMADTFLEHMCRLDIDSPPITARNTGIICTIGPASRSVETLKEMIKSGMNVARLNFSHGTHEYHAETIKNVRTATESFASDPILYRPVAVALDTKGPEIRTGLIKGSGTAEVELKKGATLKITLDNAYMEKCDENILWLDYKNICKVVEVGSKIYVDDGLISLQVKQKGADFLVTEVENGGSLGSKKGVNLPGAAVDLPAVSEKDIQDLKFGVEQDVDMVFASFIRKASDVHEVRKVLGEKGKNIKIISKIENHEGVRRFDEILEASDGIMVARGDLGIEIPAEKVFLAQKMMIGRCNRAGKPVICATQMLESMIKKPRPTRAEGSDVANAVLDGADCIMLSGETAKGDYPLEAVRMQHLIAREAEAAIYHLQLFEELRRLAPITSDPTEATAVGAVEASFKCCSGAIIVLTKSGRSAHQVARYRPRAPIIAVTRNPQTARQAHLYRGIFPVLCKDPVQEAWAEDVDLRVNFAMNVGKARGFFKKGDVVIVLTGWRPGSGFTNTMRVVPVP
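Purified hPK-M2 (>95%) run at intermediate activity with 0.1 mM ADP and 0.5 mM PEP in 50 mM imidazole pH 7.2, KCl, MgCl2; 1 h room temperature. ATP formed read by Kinase-Glo luminescence; normalized to uninhibited and no-enzyme controls.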
Eya2 phos inh – blocks the phosphatase activity of human Eya2 | O00167 | recombinant Eya2, OMFP fluorescence dephosphorylation (OMFP is methylfluorescein phosphate) | Potency, µM (doses to about 76.9 µM), without a hit: at the top dose activity, negative = inhibition, most hits filed as inhibitors | hit rate 0.006% among 330,000; further: potency means the concentration at half of the fitted maximal effect
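Eya2 (0.2 uM) preincubated 10 min at ambient with compound, then OMFP substrate added at 50 uM; 10 min reaction in 50 mM HEPES pH 7.5, 50 mM NaCl, 5 uM MgCl2, 0.05% BSA, 1 mM DTT. Fluorescence read at Ex 485/Em 525 nm.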
B2AR arrestin – beta2AR (human) beta-arrestin recruitment activity | P07550 | beta-arrestin recruitment to beta2AR, cell-based reporter | Potency, µM (highest dose often 46.1 µM), inactives show at the highest dose activation, usual class: activators | hit rate 0.02% among 330,000 | AID 492947;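 further: potency means the concentration at half of the fitted maximal effect; 0% = DMSO controls and full agonism = EC100 isoproterenol or metaproterenol; nearly all actives have a fitted effect of over 65% in size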
Giardia killer – Giardia lamblia killing. Giardia lamblia trophozoite viability. activity change, % at 7.66 µM, hits read low. hit rate 0.15% among 340,000. AID 540267; in the data active means activity change below about -80%; inconclusive means between about -30% and that limit;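 further: parasites exposed to compound for two days anaerobically before the ATP read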
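Media and compound were dispensed first, then trophozoites at 100 cells/well; plates sat 48 hrs at 37 deg C without oxygen before ATP luminescence reagent was added and read after 15-30 min at room temperature.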
KCNH2 WT inh – blocks the wildtype human KCNH2 potassium channel. U2OS, BacMam KCNH2, thallium flux FluxOr; stronger effect = lower value. activity change, % at 1.84 µM. hit rate 0.37% among 340,000. Q12809;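 active means maximum activity change below -70%; inconclusive means maximum activity change between -70% and -50%; inactive means maximum activity change above -50%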
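U2OS cells transduced with wild-type KCNH2 virus are loaded with FluxOr dye for 45 min, and thallium flux is measured in kinetic reads before and after stimulation buffer. Rate constants are normalized to DMSO controls.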
FBPA coupling cs – counter-screen for Giardia aldolase inhibitors: coupling enzyme system; coupling enzyme system counterscreen, AmpLite Red fluorescence; activity change, negative = inhibition, % at 58.2 µM, hits read low; hit rate 0.67% among 290,000; AID 2472; in the data active means activity change below about -30%
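First, compound is pin-transferred into glyceraldehyde-3-phosphate coupling-enzyme reagent at 57.5 uM final and held 10 min at RT. Next, substrate, coupling system and AmpLite Red are added. After 20 min RT, fluorescence (525/598 nm) is read.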
USP2a inh – USP2a (human) protease inhibition; AID 463254; hit rate 0.01% among 330,000; O75604; USP2 core, Ub-CHOP2 coupled fluorogenic reporter, 485/531; Potency, µM (top dose mostly 38.3 µM), for inactives: top-dose activity change, negative = inhibition, hits mostly inhibitors;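 further: potency means the concentration at half of the fitted maximal effect; plate controls were DMSO wells for no effect and full inhibition by NEM control for full effect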
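Cell-free coupled assay: 10nM USP2 core preincubated 30min RT with compound in Tris-HCl pH 8.0/CaCl2/CHAPS buffer, then 25nM Ub-CHOP2 and 25nM reporter substrate; fluorescence (Ex 485/Em 531) read after 60min RT, normalized to NEM inhibition, concentration-response curves fitted.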
KCNH2 3.1 inh – KCNH2 3.1 (human) potassium channel inhibition. hit rate 0.95% among 340,000. activity change, % (tested at about 1.8 µM). U2OS KCNH2 3.1, thallium flux FluxOr; stronger effect = lower value;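 active means maximum activity change below -70%; inconclusive means maximum activity change from -70% to -50%; inactive means maximum activity change above -50%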;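 further: thallium influx rate constant from kinetic fluorescence after stimulation buffer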
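Thallium flux via FluxOr fluorescence (Red40 quencher, 45 min loading) in U2OS cells virally expressing the KCNH2 3.1 isoform (1.77 x 10^8 /mL virus, overnight at 37 C). Rate constants from 2-min kinetic reads post-stimulation, normalised to positive and negative controls.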
* hit, by the source's call; ? = inconclusive; / = not tested or not shown; [ ] = another dose, or the depositor's remark. Unless noted, the call rests on the fitted dose curve; in most records, active means well fitted curve in the direction sought with a large enough effect; inconclusive means small, poorly fitted or top-dose-only effect, or another doubt; inactive means no such curve, though single readings can be large; an effect the other way counts as inactive or inconclusive. Unless noted, on the % scale 0 is the no-effect control and ±100 the full control effect.

The line under a structure holds: Chronic BCR inh, uPA surface inh, GALK inhibitor, PKM2 act, Eya2 phos inh, B2AR arrestin, Giardia killer, KCNH2 WT inh, FBPA coupling cs, USP2a inh, KCNH2 3.1 inh
- COc1ccc(C(c2nnnn2Cc2cccs2)N2CCN(c3ccccc3F)CC2)cc1OC (stereo not given)
    2%, 3%, 0%, -15%, 0%, -0.9%, -1, -1, 10, -17%, -23
- Cc1ccc(N/C=C(/C#N)c2ccsc2)cc1C
    /, 1%, 3%, 0%, /, /, -15, -1, 2, /, -30
- COc1cc(C#Cc2c(C=O)n(C)c3ccccc23)cc(OC)c1
    1%, 13%, /, /, 4%, 0.1%, 6, 10, /, 1%, 20
- CCNc1nc(NC(C)C)nc(N2CC(=O)N(CC(=O)OCC)C2=N)n1
    5%, -8%, /, 10%, 9%, -2.2%, 8, -29, -2, 1%, 28
- CCc1c(O)nc(SCC(=O)Nc2ccc(OC)cc2)n(C2CCCCC2)c1=O
    ?, 0%, 0%, -2%, -15%, -0.3%, 2, 3, 7, 1%, -15
- COc1ccc(S(=O)(=O)NCC2CCCO2)c(Cl)c1Cl (stereo not given)
    1%, 0%, 0%, -5%[11.5 µM], -15%, -0.3%, -16, 15, -1, 0%, 24
- CC(C)CNC(=S)NNC(=O)c1ccccc1OC(F)F
    ?, /, 0%, -1%, -20%, 0.0%, 7, 0, 0, 3%, -13
- O=C(CN1C(=O)NC(Cc2c[nH]c3ccccc23)C1=O)NC1CCCCC1 (stereo not given)
    -2%, -18%, /, /, -2%, 0.5%, 5, -15, /, 5%, 1
- CCC(C(=O)OCC(=O)Nc1ccc(F)cc1)c1ccccc1 (stereo not given)
    -1%, 3%, /, /, -3%, -0.1%, -10, 5, /, -2%, -3
- Cc1c(C)c(C)c(CN2CCCC2)c(C)c1C
    ?, 5%, 2%, -11%, -3%, -0.4%, 3, -16, 2, 2%, 22
- O=C(COC(=O)/C=C/c1cccc(C(F)(F)F)c1)NC(=O)NCc1ccco1
    -13%, 3%, /, /, -10%, 0.3%, 5, 7, /, -14%, -13
- CCOC(=O)c1cnc2c(C)c(C)ccc2c1NCCN1CCOCC1
    17%, -7%, /, -2%, 0%, -2.2%, -3, 1, 0, 2%, -3
- Cc1sc2c(c1C)c(=O)nc1n2Cc2ccccc2-1
    2%, /, -1%, -2%, 5%, 0.0%, /, /, -5, 1%, /
- CCOc1ccc2nc3cc(NCc4ccc(OC)cc4)ccc3c(N)c2c1
    5%, -17%, /, /, 12%, -1.0%, 10, 5, -5, 20%, -7
- O=C(/C(N=Nc1cccc(C(F)(F)F)c1)=C(/O)c1cccs1)C(F)(F)F
    ?, 3%, -8%, 7%, -22%, -0.1%, 2, 0, -5, -2%, 1

Additional entries.
The line under a structure holds: Chronic BCR inh, uPA surface inh, GALK inhibitor, PKM2 act, Eya2 phos inh, B2AR arrestin, Giardia killer, KCNH2 WT inh, FBPA coupling cs, USP2a inh, KCNH2 3.1 inh
- COc1ccc(OC)c(-c2csc(NC(=O)c3ccc(OCC4CCCO4)cc3)n2)c1 (stereo not given)
    -19%, -1%, 0%, -5%, -3%, -0.1%, -22, -3, -8, -1%, -15
- CN(C)c1nc2n(c(=S)n1)CCS2
    -1%, 0%, 0%, 0%, 15%, -0.2%, -9, -25, -2, -1%, -33
- CC(=O)c1cnc(SCC(=O)O)nc1C
    3%, 2%, 8%, -1%, 6%, 0.3%, -7, 4, 0, 3%, -12
- CCOC(=O)CSc1nnnn1-c1cccc2ccccc12
    2%, -1%, 0%, 0%, 2%, -0.5%, 2, 1, 4, 1%, -4
- COc1cccc(C(=O)NNC(=O)C2CCCO2)c1 (stereo not given)
    ?, -1%, -1%, -4%, 5%, -0.4%, 11, 0, 0, 3%, -11
- COc1ccc(C(=O)CSc2nnnn2C)c(OC)c1
    -14%, -2%, 0%, 8%, 2%, 0.0%, 6, 1, -1, 12%, 7
- COC(=O)c1cc(/C=C/c2ccccc2)[nH]n1
    -1%, 5%, -3%, -3%, -1%, -0.4%, -1, 0, 0, 0%, -8
- O=C1CC(c2ccc(F)cc2)Cc2nc(N3CCOCC3)ncc21 (stereo not given)
    12%, 0%, 0%, -7%, -7%, -0.1%, 8, 0, 3, 4%, 0
- CC(=O)Nc1ccccc1Nc1cc(C#N)c(C#N)cc1[N+](=O)[O-]
    -7%, 0%, 6%, -2%, 1%, 0.0%, -10, -17, 1, -1%, -10
- O=C(CCc1nc2ccccc2[nH]c1=O)OCC(=O)c1ccc(Cl)cc1
    -5%, -6%, -4%, 6%, 5%, -0.4%, 6, 2, 3, 0%, -12
- O=C(Nc1ccccc1)c1ccc2c(c1)OCCCO2
    ?, -19%, 3%, -23%, 6%, -0.9%, ?, -15, -1, 4%, -7
- Cn1c2c(c(=O)n(C)c1=O)C(c1ccccc1OC(F)F)C1=C(CCCC1=O)N2 (stereo not given)
    -3%, 1%, 1%, -32%, 6%, -0.8%, -7, -3, -1, 1%, 2
- Cc1ccc2nc(-c3ccc(NC(=S)NC(=O)CC(C)C)cc3)sc2c1
    -14%, 1%, 0%, -2%, -27%, 0.0%, 6, 1, 2, 7%, 7
- CCN(CC)c1ccc(CNCc2cccs2)cc1
    -2%, -15%, 1%, -2%, -4%, -0.5%, -12, 2, 0, -2%, 6
- CC(c1ccon1)N(C)C(=O)CCc1nnc(Cc2ccc(-c3ccccc3)cc2)o1 (stereo not given)
    ?, 12%, 4%, 5%, -13%, 0.2%, ?, 7, 2, -2%, 1

The listing continues:
The line under a structure holds: Chronic BCR inh, uPA surface inh, GALK inhibitor, PKM2 act, Eya2 phos inh, B2AR arrestin, Giardia killer, KCNH2 WT inh, FBPA coupling cs, USP2a inh, KCNH2 3.1 inh
- OCCNc1nc2ccccc2n1-c1ccccc1
    ?, /, -1%, -1%, -17%, -0.1%, 4, 4, 2, 2%, -6
- Cc1ccc(S(=O)(=O)N(C)C)cc1NC(=O)CN1c2cccc3cccc(c23)S1(=O)=O
    -4%, 11%, /, /, 6%, -2.2%, -5, 14, /, -12%, 20
- Cc1c(C(=O)O)sc(=S)n1-c1ccc(Cl)cc1
    9%, -7%, 1%, -11%, 11%, -0.9%, 9, -34, 12, 0%, 6
- CCNc1nc(Oc2ccc(C(=O)OC)cc2)nc(N(C)C)n1
    0%, 0%, 2%, -3%, -9%, -0.1%, -17, 7, 0, 0%, -12
- Cc1onc(-c2ccccc2)c1C(=O)N1CCN(c2ccccc2)CC1
    -1%, -2%, -2%, 9%, -9%, -0.2%, -9, -4, /, 0%, 11
- O=C(NC1CCCN(Cc2ccc(Cl)cc2)C1)c1cccc(N2CCCC2=O)c1 (stereo not given)
    1%, -17%, -2%, -2%, 1%, -1.1%, 33[activator], 8, /, 0%, 1
- CCOC(=O)CC1C(=O)NCCN1C(=O)c1ccc(Cl)cc1 (stereo not given)
    ?, 2%, -1%, /, -10%, -0.7%, 15, 9, 2, 2%, ?
- CCN(CC)C(=O)Cn1cc(C(=O)C(=O)N2CCN(c3ccccc3)CC2)c2ccccc21
    ?, 4%, 3%, /, 7%, 0.4%, 17, -16, /, 2%, -9
- CC(C(=O)NCC1CCCO1)N(C(=O)c1snc(C(N)=O)c1N)c1ccccc1 (stereo not given)
    6%, -2%, 0%, 9%, -14%, -0.6%, -7, -4, 3, 0%, -5
- CSC1=NCCN1C(=O)Cc1ccc(-c2ccccc2)cc1
    -19%, 0%, 1%, -16%, -16%, -0.9%, 26, 11, 0, -1%, -21
- COc1ccc(CCN(C)C(=O)C(CCSC)NC(=O)c2ccco2)cc1OC (stereo not given)
    ?, 4%, /, /, 21%, 0.0%, 20, -8, /, 2%, 18
- CC(C(=O)Nc1ccc2c(c1)OCCO2)N(C)CC(=O)Nc1ccccc1Br (stereo not given)
    ?, -9%, /, /, 5%, -0.1%, -13, -3, /, -1%, 3
- Cc1cc(NC2CCCCC2)nc(-c2ccccc2O)n1
    14%, -1%, -1%, -19%, -6%, -3.2%, -1, -2, -2, 5%, -16
- CN(CCC1CCCCO1)C(=O)CCc1nnc(CCCCc2ccccc2)o1 (stereo not given)
    -3%, 11%, 4%, -4%, -3%, -0.7%, -2, /, 3, 1%, -1
- COc1ccc(N(CC(=O)NCCSCc2cccc(Cl)c2)S(C)(=O)=O)cc1
    0%, -8%, 6%, 0%, 1%, 0.6%, 10, 0, 0, 0%, -11
- Cc1ccc(N2C(=O)c3cccc4c(N)ccc(c34)C2=O)c2cccnc12
    ?, -88%, -2%, 0%, ?, -0.4%, 32[activator], -23, 3, ?, -13

Screening results deposited in PubChem BioAssay by National Center for Advancing Translational Sciences (NCATS).
